Source: PubChem (National Center for Advancing Translational Sciences (NCATS))
KCNH2 3.1 inh: KCNH2 3.1 (human) potassium channel inhibition. activity change, % (tested at about 1.8 µM). U2OS KCNH2 3.1, thallium flux FluxOr; active compounds read low. 340,000 compounds, 0.95% hits;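 active = maximum activity change below -70%; inconclusive = maximum activity change from -70% to -50%; inactive = maximum activity change above -50%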;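 note: thallium influx rate constant from kinetic fluorescence after stimulation buffer; % is set by controls: 0 for no effect and ±100 for the full control effect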
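Thallium flux via FluxOr fluorescence (Red40 quencher, 45 min loading) in U2OS cells virally expressing the KCNH2 3.1 isoform (1.77 x 10^8 /mL virus, overnight at 37 C). Rate constants from 2-min kinetic reads post-stimulation, normalised to positive and negative controls.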
ELG1 DNA repair: inhibitors of ELG1-dependent DNA repair in HEK293T cells; HEK293T ELG1-luciferase reporter, luminescence, 16 h; DNA damage induced by 5-fluorouridine; Potency, µM (top dose mostly 46.1 µM), inactives show top-dose activity change, negative = inhibition, most hits filed as inhibitors; 330,000 compounds, 2.3% hits; note: potency is the fitted concentration of half-maximal effect; % is set by controls: 0 for no effect and ±100 for the full control effect; nearly all actives have a fitted effect of over 55% in size
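Step one: seed 2,000 cells per well. Step two: pin-transfer compound or DMSO alongside 5-fluorouridine. Step three: incubate 16 hr, 37 °C, 5% CO2. Step four: add ONE-Glo, wait 30 min, read luminescence.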
Eya2 inh: inhibitors of human Eya2 phosphatase activity. O00167. recombinant Eya2, OMFP fluorescence dephosphorylation (OMFP is methylfluorescein phosphate). Potency, µM (top dose mostly 76.9 µM), for inactives: top-dose activity, negative = inhibition, hits mostly inhibitors. 330,000 compounds, 0.006% hits. AID 488837; note: potency is the fitted concentration of half-maximal effect; % is set by controls: 0 for no effect and ±100 for the full control effect
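Eya2 protein (added as 0.2 uM solution) was preincubated with compound for 10 min at ambient temperature in 50 mM HEPES pH 7.5, 50 mM NaCl, 5 uM MgCl2, 0.05% BSA, 1 mM DTT. OMFP (added at 50 uM) then reacted 10 min; fluorescence read at 485/525 nm.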
TRPV1 ag: activates the human vanilloid receptor TRPV1. Q8NER1. TRPV1-expressing cells, Fluo-8 calcium influx, agonist mode. activation, % at 8.33 µM. 320,000 compounds, 0.19% hits. AID 540275; in the data active = activation above about 80%; inconclusive = between about 30% and that limit; note: 0% is about no effect
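TRPV1-expressing cells were cultured overnight at 35.5C and loaded with Fluo-8 calcium dye for 40 to 90 min at room temperature. After a 10 s baseline, compound was added and calcium influx was read kinetically for 3 min (ex 480/em 520 nm).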
Mito fusion act: inhibitors of mitochondrial division or activators of mitochondrial fusion | AID 485298 | Potency, µM (doses to about 46.1 µM), for inactives: at the highest dose growth rescue (activation), actives largely listed as activators | 320,000 compounds, 0.23% hits | S. cerevisiae fusion-defective mutant growth rescue, CellTiterGlo 48 h;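 note: potency is the fitted concentration of half-maximal effect; % of control where 0% means no effect; nearly all actives have a fitted effect of over 45% in size; temperature-sensitive fusion mutants such as fzo1-1 at 37 °C on non-fermentable ethanol glycerol medium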
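S. cerevisiae fusion-defective temperature-sensitive mutants (e.g. fzo1-1, mgm1-5) grown 48 h at 37C in YPEG (ethanol/glycerol non-fermentable) medium with 23 nl compound per well; growth rescue read as CellTiterGlo luminescence.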
hERG WT inh: blocks the wildtype human KCNH2 potassium channel; Q12809; U2OS, BacMam KCNH2, thallium flux FluxOr; active compounds read low; activity change, % at 1.84 µM; 340,000 compounds, 0.37% hits; AID 720551;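 active = maximum activity change below -70%; inconclusive = maximum activity change between -70% and -50%; inactive = maximum activity change above -50%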; note: % is set by controls: 0 for no effect and ±100 for the full control effect
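U2OS cells were transduced with wild-type KCNH2 virus (2.03 x 10^8 / mL) for 4 h at room temperature, then cultured overnight at 37 C. Thallium flux was read with FluxOr dye. Rate constants were normalized to DMSO controls.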
AT treatment: candidate therapy for ataxia-telangiectasia | […] A-T fibroblasts, KAP-1 phosphorylation AlphaLISA; neocarzinostatin DNA damage 30 min before lysis | Potency, µM (highest dose often 57.5 µM), inactives show at the top dose activation, usual class: activators | 320,000 compounds, 0.19% hits | AID 485349; note: potency is the fitted concentration of half-maximal effect; % of control where 0% means no effect; nearly all actives have a fitted effect of over 45% in size
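ATM-like activity read as KAP-1 phosphorylation via AlphaLISA donor/acceptor antibody pairs after lysis and 6 hr at 25C. Cells were ATM-null patient fibroblasts ([…], hTERT), dosed 60 min, then exposed to the DSB inducer NCS for 30 min.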
TSHR antagonist: blocks TSH signaling through the human TSH receptor. AID 504810. activity change, negative = inhibition, % at 11.5 µM. TSHR-expressing cells, TSH-stimulated cAMP HTRF, 2 h; active compounds read low. P16473. 330,000 compounds, 0.2% hits;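 active = activity change below a set negative limit, meaning inhibition stronger than a set level, cut at about -70% in these data; inconclusive = activity change between two set negative limits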; note: % is set by controls: 0 for no effect and ±100 for the full control effect
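TSHR-expressing cells, 200/well, pre-treated with compound, then stimulated with EC80 TSH (4nM final) for 2 hours at 37 deg C. cAMP measured by competitive HTRF: anti-cAMP cryptate antibody in lysis buffer plus cAMP-d2, read after 30 minutes at room temperature.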
USP2a inh: USP2a (human) protease inhibition. USP2 core, Ub-CHOP2 coupled fluorogenic reporter, 485/531. Potency, µM (series often up to 38.3 µM), for the others: at the highest dose activity change, negative = inhibition, usual class: inhibitors. 330,000 compounds, 0.01% hits. AID 463254;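 note: potency is the fitted concentration of half-maximal effect; plate controls were DMSO wells for no effect and full inhibition by NEM control for full effect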
Target sequence (O75604 whole entry, looked up): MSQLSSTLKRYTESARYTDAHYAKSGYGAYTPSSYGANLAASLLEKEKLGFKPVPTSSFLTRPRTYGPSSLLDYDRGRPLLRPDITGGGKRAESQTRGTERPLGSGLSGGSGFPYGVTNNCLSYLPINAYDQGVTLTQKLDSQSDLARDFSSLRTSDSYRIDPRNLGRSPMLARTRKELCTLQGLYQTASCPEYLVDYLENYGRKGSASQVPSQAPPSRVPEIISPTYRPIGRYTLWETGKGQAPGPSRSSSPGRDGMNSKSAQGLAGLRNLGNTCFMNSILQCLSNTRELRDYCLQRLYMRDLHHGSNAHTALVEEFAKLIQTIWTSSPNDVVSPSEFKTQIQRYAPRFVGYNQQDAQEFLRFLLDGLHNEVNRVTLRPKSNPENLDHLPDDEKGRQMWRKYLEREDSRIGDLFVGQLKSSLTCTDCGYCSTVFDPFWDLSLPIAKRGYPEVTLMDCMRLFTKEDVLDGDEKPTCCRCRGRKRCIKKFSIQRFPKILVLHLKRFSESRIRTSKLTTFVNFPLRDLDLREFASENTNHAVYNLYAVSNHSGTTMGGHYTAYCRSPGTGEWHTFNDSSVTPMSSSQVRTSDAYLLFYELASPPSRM
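USP2 core (10nM final) preincubated 30min RT with compound in 20mM Tris-HCl pH 8.0, 2mM CaCl2, 2mM beta-mercaptoethanol, 0.05% CHAPS; 25nM Ub-CHOP2 plus 25nM reporter substrate added, fluorescence (Ex485/Em531) read after 60min.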
TCR act: activates T cell receptor signaling; primary human leukocytes, anti-CD3, IL-2 HTRF, 48 h; Potency, µM (series often up to 9.22 µM), without a hit: at the top dose activation of IL-2 secretion, hits mostly activators; 330,000 tested, under 10 active; AID 504894; note: % of control where 0% means no effect
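IL-2 release read by HTRF sandwich (Eu cryptate donor, d2 acceptor, 665 nm emission) after 48 hr exposure of primary human leukocytes to compound together with anti-CD3 beads in the absence of co-stimulatory signals.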
The depositor's hits bear a star; ? = inconclusive; / = not tested or not shown; [ ] = remark or other dose. Unless noted, calls come from the whole dose curve; as a rule, active = well fitted curve in the direction sought with a large enough effect; inconclusive = small, poorly fitted or top-dose-only effect, or another doubt; inactive = no such curve, though single readings can be large; an effect the other way counts as inactive or inconclusive. Only part of the results is shown; rates above refer to the full screens.

The line under a structure holds: KCNH2 3.1 inh	ELG1 DNA repair	Eya2 inh	TRPV1 ag	Mito fusion act	hERG WT inh	AT treatment	TSHR antagonist	USP2a inh	TCR act
- CCCNC(=O)Cn1nc(C(F)(F)F)c2c1CCCC2
  15	6%	-5%	7	1%	3	/	25	2%	-8%[46.1 µM]
- COC(=O)c1ccc(-n2c(C)cc(C(=O)CSc3cccc[n+]3[O-])c2C)cc1
  17	-1%	4%	1	-8%	8	1%	-4	-1%	-5%
- COC(=O)c1cc(Oc2ccc(C(=O)OC)cc2N)cc(C(=O)OC)c1
  -11	-2%	10%	?	2%	6	-1%	8	-1%	-28%
- COCCCNC(=S)Nc1ccc2c(c1)OCCO2
  12	?	-2%	-4	-6%	-88*	6%	18	2%	-6%[46.1 µM]
- c1ccc(-c2nc3c([nH]2)CCc2nonc2-3)cc1
  1	?	-8%	0	-2%[9.22 µM]	-13	2%	-9	0%	-1%
- CNC(=O)NC(=O)CN1C(=O)NC2(CCOc3ccccc32)C1=O (configuration not stated)
  4	11%	15%	-4	?	8	10%	/	1%	3%
- COc1ccc(S(=O)(=O)N2CCC(C(=O)Nc3cc(Cl)ccc3N3CCOCC3)CC2)cc1OC
  -23	?	8%	1	-3%	-4	1%	3	-1%	7%
- Cc1ccccc1Cn1c(C)nc2ccccc21
  4	17%	3%	2	-6%	-12	-4%	-21	1%	13%
- CC(C)OC(=O)CSc1nnc(-c2ccc(C(C)(C)C)cc2)n1N
  6	?	-12%	0	4%	2	3%	9	-1%	-19%
- Cc1cc(C(=O)N/N=C2\CC(=O)CC(C)(C)C2)c(C)n1-c1ccc(F)cc1
  0	-2%	1%	15	-1%	-2	-6%	0	7%	-2%[46.1 µM]
- O=C(NCCN1CCOCC1)C(=O)NCC1OCCCN1S(=O)(=O)c1ccc(F)cc1 (configuration not stated)
  -3	3%	0%	-1	-1%	-6	5%	-3	4%	-3%
- CCCCNC(=O)C(=O)N/N=C/c1ccc(OCC(=O)Nc2cccc(OC)c2)c(OC)c1
  -11	-6%	4%	-7	5%	4	-22%	20	3%	-3%[46.1 µM]
- O=C(c1ccc2nccnc2c1)N1CCN(c2ccccc2)CC1
  12	12%	-8%	-2	2%	-5	7%	1	0%	-6%
- COc1ccc(CNC(=O)C(c2cccs2)N(Cc2ccco2)C(=O)Cc2cccs2)cc1 (configuration not stated)
  -27	15µM*	-5%	?	2%	8	/	57	-9%	-4%[46.1 µM]
- CCC12CN(C(=O)c3ccc(C)cc3)CC(CC)(CN(C(=O)c3ccc(C)cc3)C1)C2=O
  -28	-29%	-1%	4	3%	0	16%	9	2%	1%[46.1 µM]
- COc1ccc2cc(CN(CC3CCCO3)C(=S)NCc3ccco3)c(=O)[nH]c2c1 (configuration not stated)
  -17	?	-9%	-4	9%	1	-1%	12	4%	7%
- Cc1cc(S(=O)(=O)Nc2ccc(C(=O)N3CCN(C(=O)c4ccco4)CC3)cc2)ccc1F
  -4	-18%	8%	-1	3%	-2	-2%	7	3%	4%
- O=C(C1CCN(S(=O)(=O)N2CCC3(CC2)OCCO3)CC1)N1CCN(Cc2ccccc2)CC1
  1	-8%	-10%	-1	1%	-4	6%	4	2%	-3%
- CN(C)S(=O)(=O)c1ccc(N2CCCC2=O)c([N+](=O)[O-])c1
  4	9%	5%	0	-16%	4	11%	-9	1%	1%[46.1 µM]
- COC(=O)C1=C(C(=O)OC)[C@@H]2N(C)c3ccccc3[C@@]23C[C@@H](C(=O)OC)N(C(=O)c2cccs2)C3=N1
  7	-9%	5%	5	10%	-8	-10%	6	-11%	10%
- O=C(C1CCN(S(=O)(=O)c2ccc(Cl)cc2)CC1)N1CCN(c2ccccn2)CC1
  7	?	-24%	-1	1%	4	4%	/	1%	-2%
- CC(NC(=O)c1ccco1)c1nc(-c2ccccc2)no1 (configuration not stated)
  -15	-17%	4%	0	-3%	-17	-2%	3	1%	5%
- CN(C)c1ccc(/C=C/C(=O)c2ccccc2)cc1[N+](=O)[O-]
  -5	?	-7%	15	-1%	-10	-9%	-6	2%	-6%[46.1 µM]
- Oc1c(C(c2cccs2)N2CCC3(CC2)OCCO3)sc2ncnn12 (configuration not stated)
  4	7%	6%	-3	-1%	1	11%	-2	1%	15%
- Cc1ccccc1-n1nnnc1SCC(=O)N(C)C1CCS(=O)(=O)C1 (configuration not stated)
  17	21%	8%	0	-2%	1	9%	0	0%	-1%
- CCOC(=O)C1C(=O)CC(C)(O)C(C(=O)OCC)C1c1ccc(Br)cc1 (configuration not stated)
  8	-7%	-19%	-4	4%	7	2%	-3	-7%	-3%
- C[C@H](CO)N1C[C@H](C)[C@@H](CN(C)Cc2ccc(Oc3ccccc3)cc2)Oc2c(NS(=O)(=O)c3cn(C)cn3)cccc2C1=O
  -13	?	-14%	/	/	4	2%	-4	-3%	3%
- NS(=O)(=O)c1cccc(NC(=O)C(Cc2ccccc2)NC(=O)c2ccccc2)c1 (configuration not stated)
  0	10%	4%	0	-3%	2	0%	-2	3%	-3%
- CN(CC(=O)Nc1ccccc1C(F)(F)F)C(=O)CSc1nnc(-c2ccncc2)n1C
  -7	-6%	-11%	/	/	-3	1%	/	-7%	-32%
- O=C(CN(Cc1ccccc1)C(=O)CCC(=O)Nc1nccs1)NCc1ccco1
  11	-11%	-4%	3	1%	0	-1%	3	0%	-2%
- CCOC(=O)/C=c1\s/c(=C\c2ccccc2C)c(=O)n1CC(=O)NCc1ccc2c(c1)OCO2
  5	-27%	0%	7	4%	-4	-17%	-8	1%	0%[46.1 µM]
- COc1ccc(/C=C/C(=O)c2sc(-c3ccccc3)nc2C)cc1
  0	14%	-3%	-4	6%	-31	4%	-13	0%	3%
- CC(c1ccco1)N(C(=O)C12CC3(C)CC(C)(CC(C)(C3)C1)C2)c1ccccn1 (configuration not stated)
  -1	10%	17%	5	0%	-14	-3%	-2	-2%	/
- CN(C(=O)c1ccc(S(=O)(=O)N2CCCCC2)cc1)C1CCS(=O)(=O)C1 (configuration not stated)
  -11	11%	13%	-5	-1%	-4	25%	9	-4%	-4%
- Cc1ccc(S(=O)(=O)NC2=NCN(C3CCCCC3)CN2)cc1
  5	-4%	5%	-1	2%	13	-1%	3	3%	11%
- CCO[C@H]1OC(C(=O)NCc2nc3ccccc3[nH]2)=C[C@@H](c2ccccc2)[C@@H]1CCCO
  2	-8%	7%	1	-2%	-6	-3%	7	2%	-3%
- C=CCn1c(-c2ccco2)n[nH]c1=S
  19	-3%	?	0	-4%	-9	-2%	8	2%	1%
- Cc1ccccc1Nc1nc(N)nc(CSc2ccc(F)cc2)n1
  7	?	0%	-3	2%	8	4%	-1	-2%	0%
- CCCn1c2c(c(O)c(C(=O)NCCCN(CC)CC)c1=O)CCCC2
  -5	17%	0%	3	-11%	-1	-1%	1	1%	0%[46.1 µM]
- CCOC(=O)c1c(NC(=O)C2C3C=CC(C3)C2(C)C(=O)O)sc2c1CCCC2 (configuration not stated)
  1	-14%	5%	0	-4%	4	0%	-13	-2%	-7%[46.1 µM]
- CCN1CCN(CCCNC(=O)c2ccc3c(Cl)c4c(nc3c2)CCCC4)CC1
  10	20%	-13%	3	-7%	1	-5%	8	0%	-15%
- Cc1cccc2cc(CN(Cc3ccccc3)C(=O)N(C)C)c(=O)[nH]c12
  -2	-12%	-25%	3	3%	-6	7%	12	-1%	-8%
- O=C(c1ccc(Cl)cc1)c1cn[nH]c1-c1ccccc1O
  6	5%	-4%	6	19%	1	4%	-4	4%	1%
- Cc1ccccc1CN1CCC(Oc2ccc(C(=O)NCc3ccccn3)cc2)CC1
  7	-1%	1%	5	-5%	3	2%	-5	2%	-1%
- CCC(NC(=O)CCCc1ccccc1)c1ccccc1 (configuration not stated)
  38	9%	5%	?	12%	11	8%	-4	1%	-2%[46.1 µM]
- COc1ccc(-c2cc(OC(=O)c3ccc(F)cc3)c3c(C)oc(C)c3c(=O)c2)cc1
  /	-12%	5%	1	4%	/	-1%	-12	3%	/
- O=C(Cc1cccs1)Nc1ccc([N+](=O)[O-])cc1
  -13	-9%	9%	1	0%	-1	-11%	-19	2%	2%
- Cc1c(Cl)cccc1NC(=O)CNC(=O)C1CC(=O)N(C2CCCC2)C1 (configuration not stated)
  -12	18%	10%	/	/	-14	27%	/	5%	1%
- CCC(Oc1ccccc1)C(=O)N(CC)CC(=O)NCc1ccc(F)cc1 (configuration not stated)
  -3	21%	22%	7	-4%	5	1%	4	-1%	4%
